Source: PubChem BioAssay
GLP1R ag – qHTS of GLP-1 Receptor Agonists. Glucagon-like peptide 1 receptor (Homo sapiens), P43220. HEK293 GLP-1R CRE-luciferase, luminescence, 4-6 h; cells express a hypersensitive GLP-1R form. Potency, µM (titrated, usually from 45.6 µM), without a hit: top-dose activation, actives largely listed as activators. 0.007% of 380,000 active. AID 624172, 2012; note: potency is the fitted concentration of half-maximal effect; % of control where 0% means no effect
Target sequence (P43220 whole entry, looked up): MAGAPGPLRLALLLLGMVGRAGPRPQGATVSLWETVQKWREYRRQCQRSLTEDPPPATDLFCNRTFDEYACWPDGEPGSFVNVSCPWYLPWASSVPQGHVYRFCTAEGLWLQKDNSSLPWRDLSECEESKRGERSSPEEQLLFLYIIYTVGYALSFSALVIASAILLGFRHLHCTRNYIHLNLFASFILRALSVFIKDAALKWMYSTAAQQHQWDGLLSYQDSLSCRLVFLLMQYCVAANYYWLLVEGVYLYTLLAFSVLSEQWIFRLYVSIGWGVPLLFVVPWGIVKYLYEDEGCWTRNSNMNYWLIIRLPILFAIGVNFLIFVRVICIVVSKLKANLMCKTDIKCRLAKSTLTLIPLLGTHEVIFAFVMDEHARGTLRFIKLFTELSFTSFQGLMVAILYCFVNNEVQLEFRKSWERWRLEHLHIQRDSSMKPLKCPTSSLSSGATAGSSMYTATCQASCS
TDP43 rescue – qHTS of TDP-43 Inhibitors. TDP-43 expressing yeast growth rescue, BacTiter-Glo, 24 h. Potency, µM (top dose mostly 46.1 µM), for the others: at the top dose growth rescue (activation), usual class: activators. 1.8% of 410,000 active. AID 652104, 2013; note: potency is the fitted concentration of half-maximal effect; % of control where 0% means no effect; nearly all actives have a fitted effect of over 50% in size
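Growth rescue of TDP-43-toxic yeast measured as ATP luminescence (BacTiter-Glo). Cells grown to mid-log in raffinose, induced in galactose at OD600=0.02, exposed to compound 24 hr at 30 deg C.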
GLP-1R inv ag – qHTS of GLP-1 Receptor Inverse Agonists (Inhibition Mode); HEK293 GLP-1R CRE-luciferase, luminescence, 24 h; GLP-1R form is constitutively active; Potency, µM (doses to about 38.3 µM), for inactives: top-dose activity change, negative = inhibition, usual class: inhibitors; 1.6% of 410,000 active; note: potency is the fitted concentration of half-maximal effect; % is set by controls: 0 for no effect and ±100 for the full control effect; nearly all actives have a fitted effect of over 55% in size
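Stable HEK293 clone (constitutively active GLP-1R + cAMP-response luciferase); 200 cells/uL plated, 12 h pre-culture, compound 24 hr, 37 deg C/5% CO2; detection reagent 12 min RT; luminescence.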
PTHR1 ag – qHTS for PTHR1 Agonists: Primary Screen. Parathyroid hormone/parathyroid hormone-related peptide receptor (Homo sapiens), Q03431. AID 743266, 2014. HEK293 GP2 PTHR1 cells, GloSensor cAMP luminescence, 1 h. Potency, µM (series often up to 115 µM), for inactives: at the highest dose activation, most hits filed as activators. 0.075% of 410,000 active; note: potency is the fitted concentration of half-maximal effect; nearly all actives have a fitted effect of over 55% in size; some results filed as inactive show a strong effect at the top dose; inactives centre near -15; many of its hits are not listed in these tables
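HEK-293-derived GP2 cells expressing PTHR1 and a GloSensor cAMP reporter, 3,000/well, plated overnight, given luciferin plus IBMX (each 0.5 mM as added) for 1 h at 37 °C, then compound for 1 h at 37 °C. Luminescence was read after 15 min at room temperature.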
DRD3 agonist – qHTS of D3 Dopamine Receptor Agonist: qHTS | D(3) dopamine receptor (Homo sapiens), P35462 | 0.58% of 410,000 active | AID 652048, 2013 | D3R DiscoveRx beta-arrestin cells, luminescence, 90 min | max activation, %; in the data active = max activation above about 30%; note: 0% is about no effect; mostly tested at two doses, the higher about 12 µM
Target sequence (P35462 whole entry, looked up): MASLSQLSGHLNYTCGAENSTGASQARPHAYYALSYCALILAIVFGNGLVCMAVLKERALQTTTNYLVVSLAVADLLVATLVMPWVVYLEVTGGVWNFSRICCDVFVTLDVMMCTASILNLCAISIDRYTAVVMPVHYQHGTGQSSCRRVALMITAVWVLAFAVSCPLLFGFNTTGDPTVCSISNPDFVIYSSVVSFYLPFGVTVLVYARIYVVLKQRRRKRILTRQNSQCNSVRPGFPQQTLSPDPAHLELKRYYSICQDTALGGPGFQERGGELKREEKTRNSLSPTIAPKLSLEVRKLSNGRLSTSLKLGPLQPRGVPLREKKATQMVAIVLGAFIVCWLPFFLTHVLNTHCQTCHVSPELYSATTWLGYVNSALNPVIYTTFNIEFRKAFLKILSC
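Agonist-mode cell screen: cells plated at 1500/well and incubated overnight at 37 °C, then exposed to library compounds for 90 min at 37 °C. Detection reagent was added for 30–60 min at room temperature, and luminescence was read.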
HEK293 tox – qHTS of GLP-1 Receptor Inverse Agonists: Cytotox Screen; HEK293 cAMP-luciferase reporter cells, luminescence, 24 h; Potency, µM (series often up to 38.3 µM), without a hit: top-dose activity change, negative = inhibition, hits mostly inhibitors; AID 624418, 2012; 0.13% of 410,000 active;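 note: loss of luciferase light is scored as toxicity; potency is the fitted concentration of half-maximal effect; % is set by controls: 0 for no effect and ±100 for the full control effect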
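To flag toxic compounds, the library was rerun on cells for 24 hr at 37 deg C and 5% CO2. Viability-linked luminescence was captured 12 min after adding luciferase detection reagent.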
D3 antag – qHTS of D3 Dopamine Receptor Antagonist: qHTS; max response, negative = inhibition, %; AID 652054, 2013; D(3) dopamine receptor (Homo sapiens), P35462; D3R cells, DiscoveRx beta-arrestin luminescence, antagonist mode; stronger effect = lower value; 2.5% of 360,000 active; in the data active = max response below about -50%; inconclusive = no clear call, values can overlap the other calls; note: % is set by controls: 0 for no effect and ±100 for the full control effect; mostly tested at two doses, the higher about 12 µM
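Cells expressing the human receptor were seeded at 1500 cells/well, incubated overnight at 37 degrees C in 5% CO2, then exposed to library compounds with dopamine controls for 90 minutes at 37 degrees C before luminescent detection.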
aSyn rescue – qHTS of alpha-syn Inhibitors; Yeast expressing alpha-synuclein, growth rescue, BacTiter-Glo, 24 h; Potency, µM (highest dose often 46.1 µM), for the others: top-dose growth rescue (activation), actives largely listed as activators; 0.14% of 370,000 active; note: potency is the fitted concentration of half-maximal effect; % of control where 0% means no effect; nearly all actives have a fitted effect of over 65% in size
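Screening used galactose-induced yeast with toxic alpha-synuclein levels, exposed to compound for 24 hr at 30 deg C. Cell growth, read with BacTiter-Glo luminescence, gave the measured signal.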
KB-V1 MDR tox – qHTS assay for MDR1-selective chemotherapeutics: Primary screen using the drug-selected MDR subline cells KB-V1; Potency, µM (titrated, usually from 46.1 µM), inactives show at the highest dose activity change, negative = cytotoxicity, actives largely listed as cytotoxic; 3.4% of 400,000 active; KB-V1 MDR cells viability, CellTiter-Glo, 72 h; note: potency is the fitted concentration of half-maximal effect; % is set by controls: 0 for no effect and ±100 for the full control effect; nearly all actives have a fitted effect of over 60% in size
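Cytotoxicity toward P-gp-expressing KB-V1 cells was determined as loss of CellTiter-Glo luminescence after 72 h at 37 degrees C. Compounds were tested in quantitative HTS format across a concentration range, with curves fitted to normalized data.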
Starred values were filed as active, the others as inactive; i = inactive; ? = inconclusive; · = not tested or not shown; & = joins results of further samples; [ ] = another dose, or the depositor's remark. Unless noted, calls come from the whole dose curve; as a rule, active = well fitted curve in the direction sought with a large enough effect; inconclusive = small, poorly fitted or top-dose-only effect, or another doubt; inactive = no such curve, though single readings can be large; an effect the other way counts as inactive or inconclusive. The list is partial, so the mix of outcomes need not match the whole.

Below each compound: GLP1R ag	TDP43 rescue	GLP-1R inv ag	PTHR1 ag	DRD3 agonist	HEK293 tox	D3 antag	aSyn rescue	KB-V1 MDR tox
1	C/C(=N\Nc1nc(C(=O)O)cs1)c1ccccc1
 : 0.3%	4.7%	39.8%[activator]	-11.1%	2.1	-3.0%	1.9	-5.0%	-1.9%
2	NC(=O)c1ccc(Nc2ccc([N+](=O)[O-])cc2[N+](=O)[O-])cc1
 : 21.6%	-24.7%	28.5%	i	-4.4	?	-16.4	-1.1%	-8.9%
3	CCCCCCN1Cc2ccccc2C1
 : 8.6%	17.5%	7.0%	i	-14.0	1.6%	-7.0	0.9%	0.0%
4	COc1ccc(-c2cc3ccc(OCC(C)=O)cc3oc2=O)cc1
 : ?	1.5%	6.6%	-18.2%	-0.7	47.2%[activator]	-13.2	-7.8%	-10.6%
5	Cc1c(N=C2N=C(NC(=O)c3ccc(F)cc3)c3ccccc32)c(=O)n(-c2ccccc2)n1C
 : 6.6%	1.2%	5.8%	-1.3%	7.2	-5.1%	3.8	0.2%	?
6	O=C(COC(=O)CNC(=O)c1ccc(Cl)c([N+](=O)[O-])c1)NC(=O)c1ccccc1
 : 7.9%	7.2%	6.2%	i	0.2	3.6%	6.1	2.4%	6.3%
7	Cc1cccc(C)c1NC(=O)CCS(=O)(=O)c1cccc2nsnc12
 : -0.8%	18.4%	0.3%	i	0.1	-17.8%	14.5	6.6%	1.7%
8	C=CCOc1c(OC)cc(/C=N/Nc2cccc(C(=O)O)c2)c(Br)c1Br
 : 9.0%	25.0%	?	i	4.0	11.9%	4.4	-7.9%	-19.1%
9	Cc1ccc(C(=O)Nc2ccc(N3CCN(S(C)(=O)=O)CC3)cc2)cc1
 : -4.2%	-2.5%	1.0%	-20.0%[57.5 µM]	4.3	4.3%	16.0	-7.9%	-2.2%
10	O=C(CN1CC(c2ccccc2)CC1=O)N/N=C/c1cc(Br)ccc1O (stereo not given)
 : -7.2%	-9.7%	?	-28.4%	2.0	-24.2%	1.2	20.1%	-10.7%
11	CCOC(=O)c1nc(Nc2ccc(Cl)cc2)c2c(C)noc2n1
 : ·	?	-7.9%	-77.0%[inhibitor]	2.3	0.7%	·	·	24.6%
12	CCC(C)(C)NC(=O)CN(C(=O)CCC(=O)Nc1nccs1)c1ccc2c(c1)OCO2
 : 2.1%	0.0%	5.4%	-24.1%	-8.6	-0.9%	-18.7	-6.7%	0.4%
13	CCN(c1cc(C)cc(C)c1)S(=O)(=O)c1nnc(NC(=O)c2ccco2)s1
 : -1.1%	5.8%&13.6%	-13.6%&-7.4%	-34.9%&-37.8%[inhibitor]	-13.4&-22.9	8.2%&4.0%	-18.1	10.4%	36.1%
14	O=C(CSc1nc(-c2ccco2)cc(C(F)(F)F)n1)NCC1CCCO1 (stereo not given)
 : -1.3%	-13.4%	-0.6%	i	6.4	-11.2%	5.5	1.3%	4.2%
15	COc1ccc(C(=O)N2CCN(S(=O)(=O)c3ccc(Br)cc3)CC2)cc1
 : 4.2%	?	?	-43.4%[inhibitor]	-2.6	0.5%	-0.4	-1.4%	-8.5%
16	O=C(c1cn(-c2ccccc2)nc1-c1cc2ccccc2oc1=O)N1CCOCC1
 : 7.7%	-6.0%[9.22 µM]	5.9%	i	2.1	10.9%	7.9	-0.4%	?
17	O=c1[nH]c(/C=C\c2ccc(O)cc2)nc(O)c1[N+](=O)[O-]
 : 1.6%	5.5%	13.3%	-21.1%	-9.6	?	-5.2	-3.9%	18.1%
18	CCOc1ccc2nc(SCC(=O)c3ccc(Cl)s3)sc2c1
 : 0.1%	-4.2%	-2.8%	-8.8%	-4.1	18.6%	2.8	-2.1%	8.7%
19	O=C(COC(=O)c1nc(Cl)ccc1Cl)NC(=O)c1ccccc1
 : 2.8%	-1.1%	13.6%	i	-11.9	343.2%[activator]	7.8	-5.8%	?
20	COc1ccc(NS(=O)(=O)c2cccc(C(=O)NC3CCN(Cc4ccccc4)CC3)c2)cc1
 : 3.9%	0.0%	?	-21.5%	-23.4	-10.2%	-53.2*	5.8%	-9.0%
21	O=c1c2ccccc2nc(/C=C/c2ccc(O)cc2)n1CCc1ccccc1
 : -0.5%	14.9%	?	-33.6%[inhibitor]	-3.3	7.8%	20.0	9.9%	14.6µM*
22	CC(NS(=O)(=O)/C=C/c1ccccc1)C(=O)NCCc1ccc(S(N)(=O)=O)cc1 (stereo not given)
 : -2.3%	-5.8%	-5.1%	?	14.9	4.2%	-8.8	-2.0%	?
23	O=C(CN1C(=O)NC(c2ccccc2)(c2ccccc2)C1=O)NCC(=O)Nc1ccc(F)cc1
 : -8.1%	-1.5%	?	-14.5%	-2.3	-20.3%	-28.2	-7.2%	-4.7%
24	Cc1ccc2nc(-c3ccc(NC(=O)COCC(=O)O)cc3)sc2c1
 : 1.3%	-10.2%	24.4%	-24.1%	8.6	2.5%	3.5	6.2%	?
25	CCCS(=O)(=O)NC(=O)C1(C)CCN(C(=O)c2cc(C(C)(C)C)nn2C)C1 (stereo not given)
 : -5.6%	?	24.6%	-5.6%	11.5	5.5%	18.4	0.8%	4.0%
26	COCCN1Cc2cccc(C(=O)Nc3cc(OC)ccc3OC)c2C1=O
 : 2.7%	?	32.5%	-3.6%	0.8	10.9%	6.7	5.8%	-17.7%
27	COc1cc(OC)c(C2C3=C(CCCC3=O)Nc3nc4ccccc4n32)cc1OC (stereo not given)
 : -3.4%	-8.3%	-8.2%	i	-6.5	-0.5%	1.8	2.3%	2.5%
28	O=C(N/N=C/c1ccc(O)cc1)c1cccc(N/N=C/c2ccc(O)cc2)c1
 : -1.7%	-3.5%	?	-9.1%	-1.5	-10.7%	-21.1	-6.6%	-2.7%
29	Cc1nc2c3ccccc3nc(NNC(=O)CCC(=O)O)n2n1
 : -1.0%	13.6%	7.5%	29.8%	-5.7	0.4%	·	·	0.0%
30	CC(C)N(Cc1ccccc1)C(=O)CC(=O)N(Cc1ccccc1)C(C)C
 : 8.1%	-11.6%	-29.7%	i	-2.2	11.5%	-13.8	-3.5%	?
31	O=C(CSc1nnc(-c2ccccc2O)o1)Oc1ccc(Br)cc1
 : -17.9%	-2.1%	-9.8%	i	0.1	-0.6%	4.0	-11.8%	21.2%
32	C=CC[C@H](CC(=O)N(CCO)Cc1ccccc1)C(=O)N[C@@H](COC(=O)[C@@H](CC=C)Cc1ccc(F)cc1)Cc1c[nH]c2ccccc12
 : -0.6%	-0.8%	?	-6.6%	-20.6	?	-3.5	-4.1%	-0.6%
33	CCc1ccc(NC(=O)Cn2c(=O)n(-c3ccccc3)c(=O)c3ccc(C(=O)NCc4ccc5c(c4)OCO5)cc32)cc1
 : -0.6%	-11.3%	-13.3%	-18.9%	-8.7	1.9%	·	-7.0%	-0.9%
34	c1ccc2sc(SCSc3nc4ccccc4s3)nc2c1
 : 4.3%	20.0%	?	-18.7%	5.2	7.7%	-5.1	5.8%	2.3%
35	O=C(O)c1cccc(C(=O)O)c1Br
 : 1.1%	-7.7%	0.4%	-3.4%	8.4	6.1%	-7.9	-0.8%	-0.9%
36	O=C(Nc1nnc(S(=O)(=O)N2CCCCCC2)s1)c1ccccc1
 : -0.3%	11.3%	3.9%&12.1%	-36.2%&-33.4%[inhibitor]	5.5&3.6	-7.3%&0.0%	-11.8	-2.1%	15.5%&-6.4%
37	O=C(N/C=C\c1ccccc1)NCc1ccc(Cl)cc1
 : -25.1%	2.5%	?	i	-1.8	0.5%	-14.9	2.1%	-1.5%
38	O=C1OCCN1C(=O)[C@H]1[C@H](c2ccc(Cl)cc2)C(c2ccccc2)=NN1c1ccc(Br)cc1
 : -2.8%	13.8%	?	i	13.0	76.9%[activator]	27.4	28.4%	0.0%
39	COc1cc(NC(=O)CCCN2C(=O)NC(C)(C)C2=O)cc(OC)c1
 : -5.5%	1.1%	-2.0%	i	2.4	-15.6%	-0.8	9.3%	-9.2%
40	Cc1ccc(Nc2c(-c3ccccn3)nc3ccc(C)cn23)cc1
 : -5.4%	25.1%	?	-39.9%[inhibitor]	-28.8	?	-78.1*	6.0%	?
41	CC(C)Oc1ccc(S(=O)(=O)N2CCCCC2)cc1NC(=O)CN1CCCC1c1cccs1 (stereo not given)
 : -1.1%	1.3%	?	-19.6%	-18.9	2.4%	-12.5	6.2%	-3.2%
42	CCCc1nn(C)c(C(=O)Nc2ccccc2)c1Cl
 : -2.2%	?	?	-39.0%[inhibitor]	17.4	15.9%	1.3	12.3%	18.4µM*
43	COc1cccc(C(=O)NCC(=O)OCC(=O)Nc2ncc(Cl)cc2Cl)c1
 : 0.3%	-16.3%	-2.0%	-14.5%	-6.4	8.5%	0.0	-3.7%	10.9%
